From PubChem
OPRM1-OPRD1 ag: OPRM1-OPRD1 heterodimerization agonism | cells, luminescence | hit rate 0.3% among 340,000 | activation, % at 9.3 µM; in the data active = activation above about 18%;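 note: 0% = vehicle-treated cells and 100% = reference agonist; values of inactives mirror those of a sister screen read the other way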
HTR5A ag ctr: counter-screen for OPRM1-OPRD1 agonists: human HTR5A agonism. HTR5A agonist assay, luminescence, cell-based. P47898. AID 504692. hit rate 0.61% among 340,000. activation, % at 9.3 µM; in the data active = activation mostly above about 9.5%, no sharp cut-off; inactive = mostly below about 7.6%;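 note: 0% = cells with vehicle only and 100% = reference agonist; strong numbers were not always called active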
MOR-DOR inv ag: inverse agonists of human mu-delta opioid receptor heterodimerization. P35372+P41143. cell-based MOR-DOR heterodimer luminescence, inverse agonism. inhibition, % at 9.3 µM. hit rate 0.21% among 340,000. AID 504357; in the data active = inhibition above about 22%, passing the limit was not always enough;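 note: 0% = cells with DMSO and 100% = wells without cells with DMSO; values of inactives mirror those of a sister screen read the other way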
PKA-R2B activ: PKA-R2B complex activation; P22694+P31323; PKA-R2B holoenzyme dissociation, Cy5-IP20 fluorescence polarization; R2B truncated from residue 108, S112A mutant; 0% DMSO only, 100% 113 µM cGMP; activation, % at 11.4 µM; hit rate 0.079% among 340,000; AID 504700;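 active = activation above a cutoff set at the mean over all compounds plus 3 SD, cut at about 18% in these data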;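 note: higher means more holoenzyme dissociation and a rise in polarization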
HTR5A inv ctr: counter-screen for OPRM1-OPRD1 inverse agonists: human HTR5A inverse agonism; P47898; HTR5A cell line, luminescence; inhibition, % at 9.3 µM; hit rate 0.083% among 340,000; in the data active = inhibition mostly above about 23%, no sharp cut-off; inactive = mostly below about 18%;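 note: 0% = cells with DMSO and 100% = no-cell wells with DMSO; some compounds called inactive have numbers as strong as hits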
PKA-R1A activ: activators of PKA-R1A complex; activation, % at 11.4 µM; hit rate 0.083% among 340,000; P00514+P68181; PKA-R1A dissociation, Cy5-IP20 fluorescence polarization; scaled: DMSO 0%, 113 µM cGMP 100%;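 active = percent activation above the mean of all tested compounds plus 3 SD, cut at about 19% in these data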;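 note: higher means more PKAc released from R1A so a rise in polarization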
V-ATPase pH: alters yeast V-ATPase proton transport | S. cerevisiae, pHLuorin cytosolic pH fluorescence | response, % at 10 µM | hit rate 0.37% among 350,000; in the data active = response mostly above about 7.3%, no sharp cut-off; inactive = mostly below about 5.4%; note: actives read high; inactives centre near 0; some compounds called inactive have numbers as strong as hits; reference of the scale not given here
Pemphigus Ab inh: blocks pemphigus antibody binding to human desmoglein-3; hit rate 0.48% among 310,000; DSG3-coupled beads, scFv-anti-DSG3-GFP binding, flow cytometry; active compounds read low; binding (percent of control), % at 10 µM; P32926;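 active = binding more than 3 SD below its plate's average and above zero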;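 note: hits lower antibody fragment binding to DSG3; some compounds called inactive have numbers as strong as hits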
Arrestin-AP2 inh: blocks beta-arrestin peptide binding to AP2 adaptin | FITC-arrestin peptide / GST-AP2 beads, flow cytometry; AP2 beta2 appendage carries R879A mutation | inhibition, % at 10 µM | hit rate 0.31% among 340,000 | AID 504490;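 active = inhibition above a set limit, near 3 SD of compounds lacking own fluorescence, cut at about 54% in these data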;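 note: plate controls were DMSO wells for no effect and 5 µM unlabelled arrestin peptide for full effect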
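Measured by: flow cytometry, FL1 (488/535 nm); Material: AP2 appendage R879A on GSH beads; Evaluation: percent response; Timing: pre-incubation 12 min, peptide binding 1 h, room temperature; Also added: 50 nM FITC-arrestin peptide; Medium: PBS with 0.05% Tween 20 and 0.1% BSA.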
DAGLB inhibitor: blocks human DAGLB lipase activity; HEK293T DAGLB membrane lysate, EnzChek fluorogenic substrate; AID 504411; hit rate 0.059% among 340,000; inhibition, % at 5.17 µM; in the data active = inhibition above about 34%;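 note: 0% = enzyme with vehicle and 100% = wells lacking enzyme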
Target sequence (Q8NCG7 whole entry, looked up): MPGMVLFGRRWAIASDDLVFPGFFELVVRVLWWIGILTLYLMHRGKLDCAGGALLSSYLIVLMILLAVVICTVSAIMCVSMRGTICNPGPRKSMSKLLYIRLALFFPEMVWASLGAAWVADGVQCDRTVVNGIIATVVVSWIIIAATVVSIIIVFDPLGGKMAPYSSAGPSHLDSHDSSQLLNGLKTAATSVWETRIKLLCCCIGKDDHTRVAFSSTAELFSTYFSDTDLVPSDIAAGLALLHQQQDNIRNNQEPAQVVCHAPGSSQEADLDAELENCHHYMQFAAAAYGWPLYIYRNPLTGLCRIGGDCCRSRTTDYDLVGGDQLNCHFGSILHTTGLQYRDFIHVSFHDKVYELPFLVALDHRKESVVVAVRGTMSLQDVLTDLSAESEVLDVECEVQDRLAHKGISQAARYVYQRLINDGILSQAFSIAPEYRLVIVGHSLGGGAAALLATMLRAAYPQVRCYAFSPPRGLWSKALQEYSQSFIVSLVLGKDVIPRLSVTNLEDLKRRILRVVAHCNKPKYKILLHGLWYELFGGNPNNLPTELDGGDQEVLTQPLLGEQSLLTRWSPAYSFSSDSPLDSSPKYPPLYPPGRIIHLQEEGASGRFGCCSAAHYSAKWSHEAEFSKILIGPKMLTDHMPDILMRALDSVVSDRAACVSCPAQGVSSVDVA
Numbers without * were called inactive; / = no result given.

SMILES,OPRM1-OPRD1 ag,HTR5A ag ctr,MOR-DOR inv ag,PKA-R2B activ,HTR5A inv ctr,PKA-R1A activ,V-ATPase pH,Pemphigus Ab inh,Arrestin-AP2 inh,DAGLB inhibitor
COc1ccc(-c2noc(C3CCCN(C(=O)c4ccccc4C)C3)n2)cc1 (configuration not stated),-1.5,4,8,-4,-15,-1,1,109,-8,-5
O=C(NN1CCCCC1)c1ccc(COc2ccc(Cl)cc2)cc1,1.0,3,-7,-11,-10,-12,-2,101,-3,2
O=C(COC(=O)CCC(=O)c1ccccc1)NCCc1ccccc1,-3.5,-4,18,-9,9,-2,-5,106,-8,-3
COc1ccc(C(=O)N/N=C/c2ccccn2)cc1,/,/,/,2,/,10,-2,100,/,0
C=CCn1c(N2CCCCCC2)nc2c1c(=O)n(C)c(=O)n2C,-0.4,0,3,1,-2,-5,-1,97,-33,2
Nc1ccc2sc(N)nc2c1,0.2,0,-1,-7,3,10,12,97,18,-2
Cc1cccc(NC2SC(=O)NC2=O)c1 (configuration not stated),0.8,5,-4,2,-6,-3,0,/,12,1
CCOC(=O)/C(C#N)=C/c1cc2ccc(C)cc2nc1Cl,-2.4,-2,12,5,-13,1,1,101,-2,-4
CCCCNC(=O)C1C2C=CC3(CN(Cc4ccccc4Cl)C(=O)C13)O2 (configuration not stated),-2.2,4,13,12,-11,0,1,/,-2,0
CSc1ncc(Cl)c(C(=O)NCc2ccc3c(c2)OCO3)n1,-0.6,-2,3,-10,-6,1,-1,98,11,-2
CCOC(=O)c1c(NC(=O)C2c3ccccc3Oc3ccccc32)sc(C(=O)N(CC)CC)c1C,0.7,-4,-3,-10,1,-3,-2,101,5,-3
CC1CCN(C(=O)c2ccc3c(c2NCCO)C(=O)c2ccccc2C3=O)CC1,-0.2,-13,1,14,28,3,-3,89,-2,32
O=C(O)CCCC(=O)Nc1ccc(C(=O)N2CCCCC2)c(Cl)c1,0.1,2,0,-5,-14,3,-1,100,-5,-2
COc1ccc(C(C)=O)cc1COC(=O)c1cnc(C)cn1,-2.3,2,12,-6,-3,-7,2,/,-10,-1
CCC(C)NC(=O)Cn1c(=O)n(-c2ccccc2)c(=O)c2ccc(C(=O)NCc3ccco3)cc21 (configuration not stated),-2.8,3,16,0,-2,-6,1,103,3,5
Cc1ccc(S(=O)(=O)N(C)C)cc1NC(=O)CSc1ncn[nH]1,0.0,5,0,1,0,-7,3,100,-11,2
c1ccc(-c2ccc3ccccc3n2)cc1,-0.9,1,5,-10,-6,2,-1,96,2,-6
CCn1c(CNS(=O)(=O)c2ccc(Cl)cc2)n[nH]c1=S,-1.4,-1,9,0,3,-2,1,79,-12,-1
C=CCSC1=NNC(c2ccc(C(C)(C)C)cc2)=NN1,-1.9,2,10,-10,-44,-4,3,111,8,0
CN1CCN(C(=S)c2ccc(N(C)C)cc2)CC1,-2.7,-3,14,-3,9,-4,-2,98,-4,4
CCN(CC(=O)NCc1ccc(F)cc1)C(=O)/C=C/c1cccs1,0.0,-2,0,-7,6,-14,-3,101,3,1
Cc1[nH]c2ccccc2c1C(=O)CCl,-2.7,-3,14,9,23,6,-3,92,16,-1
CCOC(=O)N1CCN(c2c(NCCCOC(C)C)c(=O)c2=O)CC1,-1.3,-7,6,1,19,-9,1,96,-3,2
COc1ccc(-c2csc(NC(=O)CCn3cnc4ccccc4c3=O)n2)cc1OC,-0.9,-4,5,-8,8,9,-1,103,8,2
COc1ccccc1C(=O)Oc1ccc2ccc(=O)oc2c1,-3.5,1,19,-1,-2,0,-5,106,2,-3
CN(C)CC(C(=O)c1ccccc1)c1ccccc1 (configuration not stated),-0.1,-6,1,2,28,8,0,109,12,15
CCCCNC(=O)c1ccc2c(c1)N(CC)C(=O)c1ccccc1S2(=O)=O,-0.1,-3,0,10,16,3,-1,96,4,2
COc1ccc(C2=CC(=O)CC(c3ccc(F)cc3)C2)cc1 (configuration not stated),-1.0,2,6,4,-7,-6,1,107,2,-23
CCCCCCC(=O)N(O)C1CC(=O)N(c2ccc(F)cc2)C1=O (configuration not stated),-1.0,4,5,-2,1,-3,-2,102,15,0
CCN1CCN(Cc2ccc(NC(=O)c3cc(NC(=O)c4ccc5n[nH]nc5c4)cc(OC)c3)cc2C(F)(F)F)CC1,-1.9,-3,11,-11,-10,-3,3,108,-8,-1
CCOC(=O)c1cc(C#N)c(SCC(=O)O)[nH]c1=O,-2.2,2,11,-4,9,-2,-3,102,14,1
CC1CCCCN1CC(O)COc1ccc(OCC(O)CN2CCCCC2C)cc1 (configuration not stated),-2.4,2,12,-1,-7,2,-2,120,-7,-1
O=C(Cc1ccccc1)NCCN1CCCC1,-0.3,0,2,-3,-1,-1,0,86,-5,0
CC(C)CCNC(=O)c1ccc(Cn2c(=S)[nH]c3ccccc3c2=O)cc1,-0.1,0,0,-2,-1,0,2,101,0,1
S=C(NCc1ccccc1)Nc1nccs1,-1.8,-2,8,1,8,4,-1,106,2,-1
CCOC(=O)CCCSc1nnc(CCCCCN2C(=O)c3cccc4cccc(c34)C2=O)o1,3.3,6,-16,0,32,-7,-6,103,19,-6
O=C1CC(c2ccccc2)=NO1,0.9,-1,-5,9,4,-1,4,94,4,5
Cc1ccnc(NC(=O)Nc2ccc3c(c2)OCO3)c1,-0.4,3,2,-12,14,6,1,84,-2,2
CSc1ccc(-c2ccco2)nn1,-1.7,-4,8,4,1,-7,-1,109,6,0
CCC(C)(C)n1nnnc1C(c1cc2cc(C)ccc2[nH]c1=O)N1CCCC1 (configuration not stated),-0.8,5,4,-1,-7,4,-1,108,0,2
O=C(CCCc1ccccc1)Nc1ccccc1C(F)(F)F,-2.2,-2,11,-4,6,10,0,118,-5,-5
COc1ccc(OC)c(-c2csc(N3CCC(c4ccccc4)CC3)n2)c1,-0.7,1,3,-3,-13,-8,-6,121,15,-5
Cc1nnc(NC(=O)CCCCCN2C(=O)C3C4C=CC(C4)C3C2=O)s1 (configuration not stated),-2.6,7,13,-5,-21,9,5,96,7,-2
CN1CCN(C(=O)C2=C[C@@H](c3ccc(Br)cc3)C[C@@H](OCc3ccc(CO)cc3)O2)CC1,-2.3,1,12,-6,-22,-9,-1,100,1,-1

4 consecutive records already listed, quoted:
SMILES,OPRM1-OPRD1 ag,HTR5A ag ctr,MOR-DOR inv ag,PKA-R2B activ,HTR5A inv ctr,PKA-R1A activ,V-ATPase pH,Pemphigus Ab inh,Arrestin-AP2 inh,DAGLB inhibitor
O=C(CCCc1ccccc1)Nc1ccccc1C(F)(F)F,-2.2,-2,11,-4,6,10,0,118,-5,-5
COc1ccc(OC)c(-c2csc(N3CCC(c4ccccc4)CC3)n2)c1,-0.7,1,3,-3,-13,-8,-6,121,15,-5
Cc1nnc(NC(=O)CCCCCN2C(=O)C3C4C=CC(C4)C3C2=O)s1 (configuration not stated),-2.6,7,13,-5,-21,9,5,96,7,-2
CN1CCN(C(=O)C2=C[C@@H](c3ccc(Br)cc3)C[C@@H](OCc3ccc(CO)cc3)O2)CC1,-2.3,1,12,-6,-22,-9,-1,100,1,-1

Only HTR5A inv ctr, OPRM1-OPRD1 ag and PKA-R1A activ (2 entries from above):
Structure | HTR5A inv ctr | OPRM1-OPRD1 ag | PKA-R1A activ
CC(C)CCNC(=O)c1ccc(Cn2c(=S)[nH]c3ccccc3c2=O)cc1 | -1 | -0.1 | 0
CCN1CCN(Cc2ccc(NC(=O)c3cc(NC(=O)c4ccc5n[nH]nc5c4)cc(OC)c3)cc2C(F)(F)F)CC1 | -10 | -1.9 | -3
